# NCI-60 one-dose screen, 48 h, at 10 µM unless noted. Numbers give growth in % (100 = growth as untreated, 0 = no growth, -100 = all killed).
# EKVX = EKVX NSCLC | 71,000 compounds, 3% hits | AID 1794765
# HOP-62 = HOP-62 NSCLC | 80,000 compounds, 3.9% hits | AID 1794735
# UACC-62 = UACC-62 melanoma. 81,000 compounds, 5.4% hits
# HOP-92 = HOP-92 NSCLC cells; 71,000 compounds, 6.3% hits
# MALME-3M = MALME-3M melanoma; 78,000 compounds, 5.8% hits; AID 1794766
# UACC-257 = UACC-257 melanoma. 78,000 compounds, 4.4% hits
# A549/ATCC = A549/ATCC NSCLC | AID 1794740 | 81,000 compounds, 3.7% hits
# M14 = M14 melanoma; 80,000 compounds, 6.2% hits
# * = called active by the depositor; · = not tested or not shown; & = joins results of further samples. The calls were made as follows: active = growth percent below 10; inactive = the rest.
nr	mol	EKVX	HOP-62	UACC-62	HOP-92	MALME-3M	UACC-257	A549/ATCC	M14
1	CN1CCN(Cc2ccc(NC(=O)c3cncc(C#Cc4cnc5ccc(N6CCOCC6)nn45)c3)cc2C(F)(F)F)CC1	-48*	-80*	-62*	-26*	-86*	-30*	-85*	-74*
2	CC1=C2CC/C(C)=C/CC[C@]3(C)O[C@H]3CC/C(C)=C/[C@@H]2OC1=O	95	90	87	93	98	95	92	97
3	COc1ccc2cc(C#Cc3ccc(-n4c(/C=C/c5c(Cl)cccc5Cl)nc5ccccc5c4=O)c(C)c3)ccc2c1	108	99	111	103	·	115	101	104
4	NC(N)=N/N=C(/c1ccccc1)c1ccccc1F	60	18	20	58	36	68	28	-45*
5	CO/N=C(/C(=O)NC1C(=O)N2C(C(=O)O)=C(CSc3nnnn3C)CSC12)c1csc(N)n1 (stereo not drawn)	119	·	90	89	102	118	102	·
6	CCCc1c(C)nc2scc(-c3ccc(Cl)cc3)n2c1=O	·	89	100	92	116	110	104	107
7	CC(C)CCSc1nc(N)nc2nc[nH]c12	109	102	82	76	250	113	104	92
8	CC(O)C(O)C(O)C(O)C(O)C(=O)O (stereo not drawn)	·	96	103	96	99	96	102	104
9	C=C(C)[C@@H]1CC[C@]2(C(=O)OCCOCCOCC[P+](c3ccccc3)(c3ccccc3)c3ccccc3)CC[C@]3(C)[C@H](CC[C@@H]4[C@@]5(C)CC[C@H](C)C(C)(C)[C@@H]5CC[C@]43C)[C@@H]12	-67*	-79*	-78*	-83*	-79*	-88*	-84*	-77*
10	NC1=NC2(NN1)C(=O)Nc1ccccc12 (stereo not drawn)	88	98	97	110	100	101	104	100
11	COc1ccccc1NC(=O)C(Cl)Cl	91	93	91	·	·	97	89	112
12	Cc1ccccc1-c1cc(-c2cccc(Cl)c2)c(C#N)c(=O)[nH]1	83	52	29	55	66	75	56	40
13	CC1=C(C(=O)Nc2cccc(C(F)(F)F)c2)C(c2ccc(Cl)cc2)C2=C(CC(C)(C)CC2=O)N1 (stereo not drawn)	·	84	71	·	74	68	46	66
14	O=C(Nc1nc(-c2ccccc2O)cs1)c1ccccc1CN1C(=O)c2ccccc2C1=O	104	101	76	94	102	96	94	97
15	CCCCC(CC)CNC(=O)/C=C/c1ccc(OC)cc1 (stereo not drawn)	85	104	92	81	110	116	95	112
16	CC/C(=N/O)c1ccccc1	95	102	105	79	92	90	97	98
17	C/C=C/C(O)CCCC (stereo not drawn)	·	103	106	100	95	100	101	97
18	Cc1ccc(CCC2CCCC2C2CC2)cc1C (stereo not drawn)	88	99	102	96	116	106	104	105
19	N#CSCC(=O)c1ccc(Cl)cc1	83	45	52	-4.0*	55	82	87	2.9*
20	Nc1[nH]nc2nc(-c3ccccc3)n3c4ccccc4nc3c12	78	96	89	122	108	105	101	99

# Retrieved by compound from the list above (4):
nr	mol	EKVX	HOP-62	UACC-62	HOP-92	MALME-3M	UACC-257	A549/ATCC	M14
10	NC1=NC2(NN1)C(=O)Nc1ccccc12 (stereo not drawn)	88	98	97	110	100	101	104	100
5	CO/N=C(/C(=O)NC1C(=O)N2C(C(=O)O)=C(CSc3nnnn3C)CSC12)c1csc(N)n1 (stereo not drawn)	119	·	90	89	102	118	102	·
9	C=C(C)[C@@H]1CC[C@]2(C(=O)OCCOCCOCC[P+](c3ccccc3)(c3ccccc3)c3ccccc3)CC[C@]3(C)[C@H](CC[C@@H]4[C@@]5(C)CC[C@H](C)C(C)(C)[C@@H]5CC[C@]43C)[C@@H]12	-67*	-79*	-78*	-83*	-79*	-88*	-84*	-77*
2	CC1=C2CC/C(C)=C/CC[C@]3(C)O[C@H]3CC/C(C)=C/[C@@H]2OC1=O	95	90	87	93	98	95	92	97

# Further compounds
nr	mol	EKVX	HOP-62	UACC-62	HOP-92	MALME-3M	UACC-257	A549/ATCC	M14
21	COc1ccc(/C(=C\c2ccc3c(c2)OCO3)C(=O)Nc2nc3ccc(F)cc3s2)cc1OC	103	93	108	94	·	112	100	94
22	Cc1ccc(NC(=O)N=c2oc3c(C)cccc3cc2-c2cc3ccccc3[nH]2)cc1	80	80	82	79	82	112	105	92
23	CN(N=O)C(=O)NC(C=O)C(O)C(O)C(O)CO (stereo not drawn)	·	107	106	109	104	106	93	103
24	COc1ccc2ncccc2c1	·	87	105	91	108	102	96	96
25	CCOC(=O)CC1CSC(N/N=C/c2ccc(OC)cc2)=N1 (stereo not drawn)	97	79	96	92	99	107	107	89
26	COC(=O)[C@]1(C)CCC[C@]2(C)[C@H]3C[C@H]4C(C(C)C)=C[C@]3(CC[C@H]21)[C@@H]1C(=O)N(N2CSCCSC2)C(=O)[C@@H]14	96	59	76	49	96	93	72	89
27	CC(=O)CSc1nc(N)nc2nc[nH]c12	98	106	94	101	99	103	102	103
28	NNC(=O)c1ccc(Br)cc1	103	97	93	98	104	88	94	107
29	COc1cc(/C=C/C(=O)c2ccc(NC(=O)CSc3nnc(-c4ccc(-c5nc6ccccc6[nH]5)cc4)o3)cc2)cc(OC)c1OC	105	101	94	120	96	100	102	·
30	NC(N)=N/N=C/c1cccc2ccccc12	86	80	83	55	83	74	87	78
31	Brc1ccc(-c2cc(-c3cccs3)cc(-c3ccccc3)n2)cc1	·	108	93	126	113	104	90	109
32	COc1cc(N2c3ccccc3C(=O)OC23OC(=O)c2ccccc23)cc(OC)c1OC (stereo not drawn)	97	98	·	105	91	100	102	89
33	CCCCCCCCc1ccc(CCC(N)(CO)CO)cc1	55	·	86	-5.8*	26	54	0.7*	50
34	COc1ccccc1\C=N/N=C(N)/C(N)=N\N=C/c1ccccc1OC	106	102	115	97	111	104	91	112
35	NNS(=O)(=O)c1ccc(C(=O)O)cc1	127	104	106	113	142	122	106	105
36	CC(=O)NCC1CCCO1 (stereo not drawn)	·	103	90	107	91	88	95	106
37	Clc1ccc2c(c1)C=C1CCCC3=Cc4cc(Cl)ccc4OC13O2	104	106	99	91	109	97	88	103
38	COc1cccc(-c2cn3nc(-c4cn(C)c5ccc(Br)cc45)sc3n2)c1	82	96	80	85	98	101	101	96
39	CCC1(CC)NC(=S)NC1=S	112	109	100	85	111	96	98	102
40	Cc1cc(C)c(CC(C)C)c(C)c1	109	97	97	86	146	109	113	·

# (cont.)
nr	mol	EKVX	HOP-62	UACC-62	HOP-92	MALME-3M	UACC-257	A549/ATCC	M14
41	COc1ccc(OC)c(/C=C2/C(=O)ON=C2C(C)C)c1	101	98	98	102	101	113	113	105
42	O=C1CSC(=S)N1/N=C/c1ccc(Cl)s1	101	95	100	110	103	110	103	107
43	COc1cc(OC)c(/C=C/C(=O)CC(=O)/C=C/c2c(OC)cc(OC)cc2OC)c(OC)c1	104	90	94	·	116	131	112	86
44	Cc1ccc(S(=O)(=O)NCCC2CC2[C@@H](O)[C@H](O)c2ccccc2)cc1 (stereo partly drawn)	105	103	94	106	99	115	115	103
45	CC(=O)OCC(=O)[C@@]1(O)CC[C@H]2[C@@H]3CC=C4C=C(OCc5ccccc5)CC[C@]4(C)[C@H]3C(=O)C[C@@]21C	104	107	100	115	120	96	102	102
46	COc1cc(-n2nnc3c4nc(-c5ccc([N+](=O)[O-])cc5)oc(=O)c4c(C)nc32)cc(OC)c1OC	110	·	100	104	104	113	106	102
47	CCCCCc1ccncc1	113	102	103	97	119	108	116	·
48	Cc1ccc(-c2cnc3sc(C(=O)NN)c(C)n23)cc1	95	108	103	110	109	111	107	106
49	CC1(C)Oc2cc3oc(=O)ccc3cc2C[C@@H]1OCCOS(=O)(=O)c1ccc(O)c(C(=O)O)c1	104	·	100	108	101	92	92	105
50	C=C1c2nc3ccccc3n2C=C(c2ccccc2)N1Cc1ccc(OC)cc1	75	135	96	87	108	96	85	102
51	Cc1nc(NS(=O)(=O)c2ccc(N)cc2)nc(C)c1C	105	100	101	113	98	97	103	108
52	CCCCNC(=O)C1(N2C(=O)c3ccccc3C2=O)CCCC1	102	102	96	97	·	107	96	110
53	CN(Nc1ccccc1)C(=O)C1CCC(=O)N1C (stereo not drawn)	101	113	98	100	102	109	106	99
54	CCOC(=O)N1CCN(c2nnc(C)c3ccccc23)CC1	·	100	109	112	102	92	94	104
55	Cc1onc(-c2c(Cl)cccc2Cl)c1C(=O)N[C@@H]1C(=O)N2[C@@H]1SC(C)(C)[C@@H]2C(=O)O	92	111	95	100	96	112	·	107
56	COc1cc(-c2n[nH]nc2-c2cccnc2)cc(OC)c1OC	109	91	81	72	123	·	71	120
57	CCc1ccc(C2=C(O)C(=O)C(c3ccccc3)=C(O)C2=O)cc1	94	93	96	101	101	112	114	103
58	Nc1nc(N)nc(Cn2c(-c3nonc3N)nc3ccccc32)n1	·	105	97	103	92	104	107	100
59	CSc1ccc(C(=O)c2ccc(Cl)cc2)cc1	95	98	90	80	92	97	94	101
60	CC(=O)OCC1OC(n2ccc(=O)[nH]c2=O)C(OC(C)=O)C1OC(C)=O (stereo not drawn)	100	86	100	94	92	97	98	97

# A second format for 4 compounds above:
47. CCCCCc1ccncc1
  EKVX = 113
  HOP-62 = 102
  UACC-62 = 103
  HOP-92 = 97
  MALME-3M = 119
  UACC-257 = 108
  A549/ATCC = 116
  M14 = ·

48. Cc1ccc(-c2cnc3sc(C(=O)NN)c(C)n23)cc1
  EKVX = 95
  HOP-62 = 108
  UACC-62 = 103
  HOP-92 = 110
  MALME-3M = 109
  UACC-257 = 111
  A549/ATCC = 107
  M14 = 106

49. CC1(C)Oc2cc3oc(=O)ccc3cc2C[C@@H]1OCCOS(=O)(=O)c1ccc(O)c(C(=O)O)c1
  EKVX = 104
  HOP-62 = ·
  UACC-62 = 100
  HOP-92 = 108
  MALME-3M = 101
  UACC-257 = 92
  A549/ATCC = 92
  M14 = 105

50. C=C1c2nc3ccccc3n2C=C(c2ccccc2)N1Cc1ccc(OC)cc1
  EKVX = 75
  HOP-62 = 135
  UACC-62 = 96
  HOP-92 = 87
  MALME-3M = 108
  UACC-257 = 96
  A549/ATCC = 85
  M14 = 102

# Following part
nr	mol	EKVX	HOP-62	UACC-62	HOP-92	MALME-3M	UACC-257	A549/ATCC	M14
61	C#CCOc1ccc(/C=C2/SC(=O)NC2=O)cc1OC	101	98	94	95	108	103	102	94
62	O=C(NCc1ccc(Cl)cc1Cl)C1CCC(=O)N1C(=O)NCc1ccc(Cl)cc1Cl (stereo not drawn)	99	105	85	101	99	107	103	96
63	C=CCN=C(N)SCc1ccccc1	96	103	109	97	109	102	95	107
64	COc1cc(/C=C2\CC/C(=C\c3ccc(OCCn4ccnc4)c(OC)c3)C2=O)ccc1OCCn1ccnc1	66	100	81	·	80	95	90	94
65	COc1cc(/C=N/NC(=O)c2cc(N)n(CC(O)c3ccccc3)n2)ccc1OC(F)F (stereo not drawn)	106	115	99	79	108	107	103	105
66	COc1ccc(C2CC(c3cccc(Nc4ccnc5cc(Cl)ccc45)c3)=NN2C=O)cc1 (stereo not drawn)	39	27	36	·	56	63	26	25
67	COc1ccc(-c2[nH]nc(N)c2-c2cc(OC)c(OC)c(OC)c2)cc1	·	22	24	31	26	58	19	-5.1*
68	Cc1c(CCO)c(=O)oc2cc(OCC(O)CNC(C)C)ccc12 (stereo not drawn)	100	110	101	82	·	94	100	96
69	N=C(N)c1ccc(-c2ccc(-c3cc(Cl)cc(Cl)c3)s2)nc1	95	86	95	88	79	106	0.1*	80
70	COc1ccc(C2CC(c3ccc(Cl)c(Cl)c3)=NN2c2ccccc2)cc1OC (stereo not drawn)	·	99	101	·	103	115	103	99
71	N#Cc1c(Oc2ccccc2Cl)nc2sc3cccc(Cl)c3n2c1=N	90	92	101	95	102	104	106	105
72	C/C(=N\NC(=S)N/N=C(\C)c1ccccc1)c1ccccc1	·	83	·	·	·	109	65	89
73	CC(C)=C1C(=O)N(c2ccccc2)N(c2ccccc2)C1=O	96	108	97	·	117	95	100	109
74	CC1=C(O)CCC(C)(C)\C1=C/C=C(C)/C=C/C=C(\C)C[C@H]([C@@H](C/C(C)=C/C=C/C(C)=C/C=C1/C(C)=C(O)CCC1(C)C)S(=O)(=O)O)S(=O)(=O)O	100	104	110	112	·	107	91	106
75	O=C(NC1CCC(C(=O)O)CC1)OCc1ccccc1 (stereo not drawn)	106	102	109	108	·	101	98	123
76	Cc1ccc(C)c(C(S)C(=O)O)c1 (stereo not drawn)	135	102	103	78	104	96	109	105
77	COc1ccc(NC(=O)Nc2ccc3c(ccn3C(=O)c3cccc(F)c3)c2)cc1	88	91	66	72	34	84	54	·
78	O=c1[nH]c(=S)[nH]cc1Oc1ccc(Cl)cc1	135&111	98&105	102&103	115	105	111	97	110&109
79	CCCCCCCC(=O)SCC/C=C/[C@@H]1CC(=O)NCc2nc(co2)C2=N[C@@](C)(CS2)C(=O)N[C@@H](C(C)C)C(=O)O1	16	-6.6*	-68*	-15*	5.6*	·	-2.8*	-3.3*
80	CCCCCCCCCCCCSC1=C(Cl)C(=O)C(OC)=C(OC)C1=O	38	75	45	58	13	27	29	64
81	CN(C)c1ncc(C#Cc2c(F)cccc2F)c2ccccc12	75	88	71	40	113	99	87	86
